IDE inh: cellular human IDE inhibition; actives 0.41% (n = 320,000); P14735; AID 434962; HEK cells, FAbetaB cleavage, fluorescence polarization; inhibition, % at 5.59 µM;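 active means percent inhibition above the average of all tested compounds plus 3 SD, set per screening campaign, cut at about 16% in these data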;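 further: IDE supplied by intact live HEK cells; FP after avidin binding of uncleaved biotin substrate so inhibition keeps polarization high; 0% = DMSO wells and 100% = 60 µM reference IDE inhibitor Ii1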
Target sequence (P14735 whole entry, looked up): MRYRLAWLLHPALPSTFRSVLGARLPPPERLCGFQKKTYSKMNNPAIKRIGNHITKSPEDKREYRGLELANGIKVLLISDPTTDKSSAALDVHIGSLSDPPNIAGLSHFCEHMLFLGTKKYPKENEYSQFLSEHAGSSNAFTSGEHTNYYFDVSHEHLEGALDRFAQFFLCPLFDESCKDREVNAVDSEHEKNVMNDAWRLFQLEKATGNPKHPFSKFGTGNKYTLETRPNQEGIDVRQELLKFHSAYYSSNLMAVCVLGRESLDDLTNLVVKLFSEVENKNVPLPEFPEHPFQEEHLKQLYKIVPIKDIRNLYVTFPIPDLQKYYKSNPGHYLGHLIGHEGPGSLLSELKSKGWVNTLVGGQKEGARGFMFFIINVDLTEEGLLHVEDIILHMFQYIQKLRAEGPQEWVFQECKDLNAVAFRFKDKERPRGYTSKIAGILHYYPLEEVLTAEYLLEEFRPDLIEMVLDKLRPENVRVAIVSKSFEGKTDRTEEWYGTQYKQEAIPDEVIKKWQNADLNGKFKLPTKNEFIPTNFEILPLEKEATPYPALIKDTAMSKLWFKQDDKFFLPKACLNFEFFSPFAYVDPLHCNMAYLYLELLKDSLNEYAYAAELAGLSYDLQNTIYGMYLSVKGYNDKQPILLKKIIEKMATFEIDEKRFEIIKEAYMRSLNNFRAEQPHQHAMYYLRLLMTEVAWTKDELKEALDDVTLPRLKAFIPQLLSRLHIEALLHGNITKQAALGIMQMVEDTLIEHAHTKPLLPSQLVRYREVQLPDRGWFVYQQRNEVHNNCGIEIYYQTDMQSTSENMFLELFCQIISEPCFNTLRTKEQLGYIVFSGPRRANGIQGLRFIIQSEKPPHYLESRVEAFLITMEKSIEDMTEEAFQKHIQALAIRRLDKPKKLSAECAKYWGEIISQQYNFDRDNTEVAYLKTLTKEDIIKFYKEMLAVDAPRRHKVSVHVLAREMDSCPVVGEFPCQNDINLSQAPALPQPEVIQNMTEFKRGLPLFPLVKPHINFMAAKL
PfM18AAP inh: blocks P. falciparum M18 aspartyl aminopeptidase; recombinant PfM18AAP, H-Glu-NHMec fluorogenic cleavage; inhibition, % at 7.35 µM; actives 1.2% (n = 290,000); AID 1822;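 active means inhibition above the campaign mean inhibition over all tested compounds plus 3 SD, cut at about 28% in these data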;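 further: 0% = plate median of test compound wells and 100% = 2 mM ZnCl2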
IDE act: boosts human insulin-degrading enzyme activity in HEK cells | FAbeta-B cleavage, fluorescence polarization; 0% vehicle, 100% cell-free pure enzyme wells | activation, % at 5.96 µM | actives 0.073% (n = 340,000);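 active means activation above the mean of all tested compounds plus 3 SD, set per screening campaign, cut at about 17% in these data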
MEKK2 mut-MEK5: signal of MEK5 binding to mutant human MEKK2 PB1 domain; bead flow cytometry, Alexa488-MEK5 binding to MEKK2 mutant; percent response, % at 10 µM; actives 0.35% (n = 290,000); AID 1530; in the data active means percent response above about 24%, passing the limit was not always enough; further: inactives centre near 1; some results filed as inactive read as strong as hits; reference of the scale not given here
MEKK2wt PB1 HTS: raises or lowers MEK5 binding to wildtype human MEKK2 PB1 domain | Q9Y2U5 | bead flow cytometry, Alexa488-MEK5 binding to MEKK2 WT; actives lie on both sides | binding response (% of control), % at 10 µM | actives 1.1% (n = 290,000) | AID 1531; in the data active means binding response below about 67% or above about 130%
SUMO HTRF inh: inhibitors of human SUMOylation (UBC9) | HTRF SUMOylation assay, SAE1/SAE2 + UBC9, in vitro | inhibition, % at 35 µM | actives 0.36% (n = 290,000) | AID 2006; in the data active means inhibition above about 50%, passing the limit was not always enough; further: strong numbers were not always called active
NALP1 yeast inh: inhibitors of NALP1 inflammasome in yeast; inhibition, % at 10 µM; AID 2071; actives 0.61% (n = 280,000); S. cerevisiae NALP1/ASC/caspase-1 growth, X-gal OD620, 72 h; in the data active means inhibition mostly above about 24%, no sharp cut-off; inactive means mostly below about 32%; further: some compounds called inactive have numbers as strong as hits
p-CIP stab down: p/CIP protein destabilization. F442A p/CIP-EGFP cells, EGFP fluorescence, 16 h. AID 1984. actives 0.01% (n = 290,000). Q05BA5. decrease of EGFP signal, % at 10 µM;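 active means EGFP signal decrease of at least 30% at 10 µM or well 3 SD below plate mean, unless failing retest; inactive means the rest, including hits failing retest or dose response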; further: some compounds called inactive have numbers as strong as hits; many of its hits are not listed in these tables
MEKK3 PB1 HTS: MEKK3-MEK5 PB1 interaction, increase or decrease | bead-based flow cytometry, Alexa488-MEK5 binding to MEKK3; actives lie on both sides; 0 = blocked by unlabeled MEK5, 100 = vehicle | binding response (% of control), % at 10 µM | actives 1.4% (n = 290,000);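 active means binding response more than 3 SD above or below the average of its plate-row segment, actives on both sides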;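 further: Alexa488 bead fluorescence after subtracting the streptavidin-only scavenger bead signal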
* = called active by the depositor; . = not tested or not shown; [ ] = another dose, or the depositor's remark. Not all compounds are listed. The share of hits here may be higher or lower than overall.

Order of values – IDE inh, PfM18AAP inh, IDE act, MEKK2 mut-MEK5, MEKK2wt PB1 HTS, SUMO HTRF inh, NALP1 yeast inh, p-CIP stab down, MEKK3 PB1 HTS
COc1ccc(CN2CCC(=O)N([C@H](CO)c3ccccc3)CC2)cc1OC
    5, -2, 0, 6, 97, -12, 13, 5, 102
Cc1ccnn2cc3c(=O)n(C)c(=O)n(C)c3c12
    4, 1, ., ., ., 12, -3, 3, .
CCOCCCN(C)C1CCN(C(=O)c2oc3ccccc3c2NC(=O)c2ccc([N+](=O)[O-])cc2)CC1
    -1, -2, 3, 6, 114, 12, 27, 0, 104
N#C/C(=C/c1ccccc1)C(=O)NCc1ccccc1
    2, -1, 0, 0, 106, -16, -2, -2, 97
O=C(Nc1ccccc1C(=O)N1CCCC1)c1ccc(Cl)c([N+](=O)[O-])c1
    6, -2, 4, 3, 97, 4, 16, 0, 99
C=C1C(C(=O)Nc2ccc(F)cc2)C1C(=O)Nc1ccc(F)cc1 (stereo not given)
    -2, -5, 4, -1, 105, 18, -5, 9, 108
Cc1c(-c2ccc(Cl)cc2)oc(=O)c2c(N)n(-c3ccccc3)nc12
    4, 4, 4, -16, 76, -9, 11, -7, 81
COc1cc(/C=N/NC(=O)c2ccc(CSc3nc4ccccc4[nH]3)cc2)ccc1O
    5, -6, ., -4, 94, -4, -18, -14, 106
Cc1cc(C)c2oc(-c3cccc(NC(=O)c4ccc(F)cc4)c3)nc2c1
    5, -2, 2, 6, 101, 0, -33, -16, 103
O=Cc1ccccc1OCCCOc1cccc2cccnc12
    2, 4, -2, 10, 103, 12, 5, 2, 102
CSc1cc(-c2ccccc2)n(Cc2ccccc2Cl)c(=O)c1C#N
    -1, 6, 5, 3, 99, 4, 2, -1, 103
COc1ccccc1C(=O)N1CCC(C(=O)c2ccc(F)cc2)CC1
    7, -8, 2, 4, 103, 3, 2, -13, 102
CCOC(=O)Cn1c(=O)oc2cc(S(=O)(=O)N3CCC(N4CCCCC4)CC3)ccc21
    9, 7, -1, 8, 107, 14, 1, -1, 109
COc1ccc(NS(=O)(=O)c2cc(C(=O)N3CCN(C(C)=O)CC3)ccc2Cl)cc1
    -2, 8, 4, -2, 77, -4, -1, -10, 71*[inhibitor]
COc1ccc2cc(C(=O)NCc3ccccc3)c(=Nc3ccc(C(=O)O)cc3)oc2c1
    -6, 2, 3, -6, 91, 7, 3, -15, 100
CCCCN(C)C(=O)c1nc2ccccn2c1CN1CCSCC1
    0, -9, 4, -9, 80, -6, 1, -3, 97
CCn1c(SCC(=O)N2CCN(C)CC2)nc2c1c(=O)n(C)c(=O)n2C
    -1, 3, -5, 2, 105, 17, 25, -4, 104
CCNc1cc2n(c(=O)n1)CCc1cc(OC)c(OC)cc1-2
    -1, 7, 3, -15, 78, 21, 15, -1, 72
CCC(=O)Nc1c2c(nn1-c1cccc(Cl)c1)CSC2
    -2, 0, 4, -4, 95, 13, 26, -4, 108
O=C(Nc1nccs1)c1cc(-c2ccccc2)nn1-c1ccccc1
    8, 2, 4, 1, 103, 2, 14, 2, 105
COc1ccc(OC)c(/C=N/NC(=O)CSc2nnc(C)n2-c2ccccc2)c1
    -1, 0, 1, -4, 101, -4, 12, 8, 100
Clc1cccc(N=C2NN=C(c3ccc4c(c3)OCCO4)CS2)c1
    1, 6, -2, 0, 97, -6, 1, 3, 99
Cc1cc(NC(=O)CCC(=O)N(c2ccc(F)cc2)C(C(=O)NC2CCCC2)c2ccccc2)no1 (stereo not given)
    -3, 1, 1, -1, 98, -6, 9, -8, 100
COC(=O)c1ccccc1S(=O)(=O)N1CCn2cccc2C1C (stereo not given)
    3, -2, 2, -6, 94, 7, -11, -8, 93
Cc1ccc(C)c(N(CC(=O)NC2CCCC2)C(=O)CNC(=O)c2cccs2)c1
    8, 5, 1, 1, 98, 3, 2, -2, 100
CCCCCC(=O)Nc1ccc(C2C(=O)c3ccccc3C2=O)cc1
    0, -6, -3, 3, 101, -10, 13, 0, 104
Cc1ccc(C)c(C(=O)CN2C(=O)NC3(CCC(C)CC3)C2=O)c1 (stereo not given)
    4, -4, 0, 5, 108, -6, 16, 4, 98
O=c1[nH]c(/C=C/c2ccc(Cl)cc2Cl)c([N+](=O)[O-])c(=O)[nH]1
    -1, 8, 0, 2, 104, 25, 1, -11, 108
C/C(CC(=O)Nc1ccccn1)=N\NC(=O)c1cccc(C)c1
    -5, 5, -7, -4, 102, 0, 2, -15, 94
COc1ccc(C[C@@H]2CN3C(=NC[C@@H]3C)N2CCNC(=O)c2ccc(C)c(Br)c2)cc1
    -1, 3, -4, 22, 131, -1, 12, -14, 103
O=C(CCc1ccc(S(=O)(=O)NC2CCCCC2)cc1)NCc1cccnc1
    3, 0, 4, -12, 86, 12, -12, -7, 96
O=C(COc1ccc(S(=O)(=O)N2CCCCC2)cc1)NCc1ccccn1
    0, 1, 6, -2, 97, 4, 7, -7, 97
COc1ccc(CCN(C)c2ccc(S(=O)(=O)N3CCCC3)cn2)cc1OC
    0, -11, 0, -6, 92, 19, -15, 6, 95
COc1ccc(S(=O)(=O)NCC2CCC(C(=O)O)CC2)cc1 (stereo not given)
    -6, -2, 4, 3, 104, 5, 4, 4, 101
O=C(COc1ncnc2ccc(Br)cc12)Nc1ccc(N2CCOCC2)cc1
    5, 3, -3, 3, 99, -15, -19, 11, 100
OCCNc1ncnc2c1sc1nc(N3CCOCC3)c3c(c12)CCC3
    -3, 1, 0, -1, 106, 30, 5, 0, 99
O=C(NCCc1nc2ccccc2[nH]1)C1CCC(=O)N(CCc2cccc(F)c2)C1 (stereo not given)
    2, 2, -4, 5, 107, 13, 3, -31, 102
COc1ccc2[nH]c(C(=O)O)c(NS(=O)(=O)c3ccc(C)cc3C)c2c1
    5, -9, 1, 1, 102, 6, 16, 2, 101
COC(=O)c1ccccc1NC(=O)Oc1ccc(F)cc1
    8, -3, 6, 5, 102, -24, 0, -4, 100
c1ccc(C2=Nn3c(nnc3-c3cc(-c4ccccc4)n[nH]3)SC2)cc1
    3, 5, 3, -9, 83, 12, 13, -11, 90
Cc1nnc(SCC(=O)Nc2ccc(N3CCOCC3)cc2)n1-c1ccccc1
    -9, -3, 4, -1, 99, 1, 15, -9, 97
O=[N+]([O-])c1cccc(-c2nc(-c3ccncc3)no2)c1
    8, 2, 2, ., ., 15, 14, -30, .
COc1cc(NS(=O)(=O)c2ccc(NC(=O)c3ccc([N+](=O)[O-])cc3)cc2)ncn1
    -2, -13, -2, 7, 106, 29, 5, -7, 102
CC(C)c1ccc(Nc2ccc(C(=O)O)cc2[N+](=O)[O-])cc1
    -8, -5, 2, 4, 105, 19, 15, 4, 102
CC1CCCCC1NC(=O)CSc1nnc(N)s1 (stereo not given)
    12, -3, 3, -1, 102, 23, 9, -12, 103
COc1ccc(C2NC(=O)C(C#N)=C(S)N2c2ccccc2)cc1OC (stereo not given)
    7, 1, -5, -9, 93, 9, -6, -16, 99
COC(=O)c1ccc(Nc2nc(C)cc(=O)[nH]2)cc1
    8, -3, 0, 2, 105, 23, 8, -10, 102
O=C(NC1CC1)C1CCN(S(=O)(=O)c2cc(Cl)ccc2Cl)CC1
    5, 2, 2, -8, 93, 11, 7, -13, 96
Cc1ccc2nc(-c3ccc(NC(=O)COC(=O)c4ccc(Br)o4)cc3)sc2c1
    7, -4, -4, 12, 101, 22, 24, -2, 97
Cc1ccc(NC(=O)CC2C(=O)OCC3CCCCN32)cc1Cl (stereo not given)
    1, -1, 4, -2, 95, -6, 11, -5, 93

Next section:
Order of values – IDE inh, PfM18AAP inh, IDE act, MEKK2 mut-MEK5, MEKK2wt PB1 HTS, SUMO HTRF inh, NALP1 yeast inh, p-CIP stab down, MEKK3 PB1 HTS
CCn1c(SCc2ccccc2)nnc1-c1ccc(S(=O)(=O)N2CCCCC2)cc1
    9, 10, 1, 0, 99, 1, 15, -8, 107
COC(=O)CSc1nc(COc2ccccc2)nc2ccccc12
    3, 6, 1, 3, 101, -1, 20, 14, 101
CCCCCn1c(SCCC(C)C)nc2c1c(=O)[nH]c(=O)n2C
    0, 5, 3, 19, 107, -12, 42, -6, 103
COc1ccc(NC(=O)CCOc2ccccc2)c(OC)c1
    -4, -10, 4, 4, 121, -13, 5, 0, 120
CCOC(=O)/C(=C\c1ccc(Cl)cc1)c1nc2sc(C)c(C)c2c(=O)[nH]1
    1, 5, -1, 0, 98, 10, 44*, 0, 97
C=CCNC(=O)c1onc(CSc2ccc(Cl)cc2)c1C(=O)O
    -3, -3, -1, 5, 108, 3, -3, -10, 104
Cn1ncc2c(Nc3ccccc3Cl)nc(Cl)nc21
    11, 3, -13, 12, 97, 17, 6, 8, 111
COC(=O)C(Cc1ccc(OC(=O)c2ccc(Cl)cc2)cc1)N1Cc2ccccc2C1=O (stereo not given)
    -2, 7, 1, 5, 114, 0, -6, -20, 111
Cc1cc(Cl)c(S(=O)(=O)Nc2ccon2)cc1OCC(=O)NC1CCCCC1
    1, -8, 4, 2, 105, -8, 27, -2, 108
CN1CCN(c2ccc(S(=O)(=O)N3CCOCC3)cc2NC(=O)COc2ccc(F)cc2Cl)CC1
    0, -5, -3, 10, 120, 12, -16, -10, 107
CCCCn1nc(C(=O)N[C@@H](CCSC)c2nc3ccccc3[nH]2)c2ccccc2c1=O
    3, -10, 4, -8, 88, -5, 16, -15, 101
Cc1cc(C)c(S(=O)(=O)c2ccccc2)c(N(C)C)n1
    5, 2, 0, 3, 104, -13, -1, -7, 99
CCC(Oc1ccccc1OC)C(=O)Nc1ccc2c(c1)OCO2 (stereo not given)
    -1, -5, -2, 2, 99, 20, -3, -11, 98
COC(=O)c1n[nH]n(-c2cc(Cl)cc(Cl)c2)c1=O
    0, 11, 7, 21, 102, -2, 6, -10, 103

Entries of single compounds, looked up by structure. Values in the order: IDE inh, PfM18AAP inh, IDE act, MEKK2 mut-MEK5, MEKK2wt PB1 HTS, SUMO HTRF inh, NALP1 yeast inh, p-CIP stab down, MEKK3 PB1 HTS
Listed for `CCC(Oc1ccccc1OC)C(=O)Nc1ccc2c(c1)OCO2` (stereo not given) → -1, -5, -2, 2, 99, 20, -3, -11, 98
Listed for `COC(=O)c1n[nH]n(-c2cc(Cl)cc(Cl)c2)c1=O` → 0, 11, 7, 21, 102, -2, 6, -10, 103

High-throughput results as filed in PubChem BioAssay.
